Assay outcomes from PubChem BioAssay.
Jurkat viability: cytotoxic compounds reducing Jurkat cell viability | Jurkat E6.1 viability, ATP luminescence, 48 h | inhibition, % at 4 µM | actives 1.2% (n = 56,000) | AID 463;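 active = inhibition above the mean inhibition of all tested compounds plus 3 SD, cut at about 28% in these data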
S1P3 ag: activates the human S1P3 receptor. Q99500. S1P3 NFAT-BLA reporter cells, agonism, FRET ratio; relative to 1 µM S1P, basal subtracted. activation, % at 4.5 µM. actives 0.1% (n = 60,000). AID 373;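 active = activation above the screen-wide mean plus 3 SD, cut at about 4.5% in these data, passing the limit was not always enough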; also: some compounds called inactive have numbers as strong as hits
Target sequence (Q99500 whole entry, looked up): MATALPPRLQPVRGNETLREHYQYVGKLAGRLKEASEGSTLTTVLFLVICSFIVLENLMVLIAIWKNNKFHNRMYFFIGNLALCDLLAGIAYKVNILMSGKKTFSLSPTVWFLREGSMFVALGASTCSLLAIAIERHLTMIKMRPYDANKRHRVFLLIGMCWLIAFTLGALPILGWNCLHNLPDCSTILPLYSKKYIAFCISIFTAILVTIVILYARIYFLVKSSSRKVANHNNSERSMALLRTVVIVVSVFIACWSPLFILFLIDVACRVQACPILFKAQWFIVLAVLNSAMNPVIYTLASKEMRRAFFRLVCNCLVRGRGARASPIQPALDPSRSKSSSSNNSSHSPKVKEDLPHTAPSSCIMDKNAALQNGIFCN
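Material: Human S1P3 NFAT-BLA reporter CHO cells | Incubation: Overnight plating, 4 h compound 37 °C, 2 h substrate RT | Signal: FRET β-lactamase substrate fluorescence, excitation 405 nm, 460/535 nm emission ratio, background-subtracted | Compound: 4.5 µM final, single dose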
HTR1A agonist: activates the human 5-HT1a serotonin receptor; P08908; CHO 5-HT1a Ga15 NFAT-bla reporter, FRET ratio; 0% basal, 100% maximal reference agonist; AID 567; actives 0.56% (n = 65,000); activation, % at 10 µM;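 active = activation above the screen-wide mean activation plus 3 SD, cut at about 19% in these data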;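 also: 0% = DMSO wells and 100% = 5-CT at EC100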
HTR1E agonist: 5-HT1E (human) receptor agonism. P28566. CHO 5-HT1E Ga15 NFAT-bla reporter, FRET; 0% DMSO wells, 100% control agonist wells. activation, % at 6 µM. actives 0.69% (n = 65,000). AID 574;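 active = activation above a set limit, the screen-wide mean activation plus 3 SD, cut at about 8.5% in these data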;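 also: 100% = positive control agonist at 1 µM giving full maximal response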
S1P1 ag-PAM: agonists and agonism potentiators of human S1P1 receptor; P21453; S1P1 CRE-bla cells, forskolin, beta-lactamase FRET, potentiator mode; S1P1 agonist co-added at EC20, 2 nM; 100% = saturating reference agonist, 0% = basal; activation, % at 9.5 µM; actives 0.57% (n = 56,000);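 active = activation above a cutoff set at the mean activation of all tested compounds plus 3 SD, cut at about 54% in these data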;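 also: forskolin at 4 µM as EC80 and the EC20 agonist is SEW2871; 100% = SEW2871 at its EC100 plus forskolin at EC80; some compounds past the cut are filed as inactive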
Target sequence (P21453 whole entry, looked up): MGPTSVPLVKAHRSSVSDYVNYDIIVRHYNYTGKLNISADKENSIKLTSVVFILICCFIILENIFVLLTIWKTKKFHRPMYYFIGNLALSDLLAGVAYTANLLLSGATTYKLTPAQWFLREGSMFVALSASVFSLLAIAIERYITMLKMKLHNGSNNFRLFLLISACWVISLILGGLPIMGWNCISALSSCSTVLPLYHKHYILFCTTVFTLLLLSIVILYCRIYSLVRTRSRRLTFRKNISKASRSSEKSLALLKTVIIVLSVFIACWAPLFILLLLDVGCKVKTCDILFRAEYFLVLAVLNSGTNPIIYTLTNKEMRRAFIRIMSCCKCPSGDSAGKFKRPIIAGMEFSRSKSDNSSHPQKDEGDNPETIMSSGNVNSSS
5HT1a antag: 5-HT1a (human) receptor antagonism. CHO 5-HT1a Ga15 NFAT-bla reporter, antagonist mode. actives 0.68% (n = 62,000). P08908. AID 612. inhibition, % at 10 µM;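 active = inhibition above the mean of all tested compounds plus 3 SD, cut at about 43% in these data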;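 also: receptor stimulated by 5-CT agonist at 100 nM near EC80; beta-lactamase reporter measured by ratiometric fluorescence of a cleavable substrate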
5HT1E antag: blocks the human 5-HT1E serotonin receptor. CHO 5-HT1E Ga15 NFAT-bla reporter, FRET, antagonist. P28566. inhibition, % at 6 µM. actives 0.99% (n = 65,000);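 active = inhibition above a set limit, the mean inhibition across every tested compound plus 3 SD, cut at about 29% in these data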;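 also: signal is the 460 over 535 nm emission ratio of beta-lactamase substrate; 0% = agonist plus DMSO wells and 100% = wells without agonist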
D1 allo mod: allosteric modulators of human D1 dopamine receptor | P21728 | HEK293 D1, CRE-luciferase, dopamine EC30 potentiation; actives deviate in either direction | AID 641 | actives 5.9% (n = 58,000) | B-score at 10 µM;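 active = luminescence count or its row- and column-corrected plate score outside the 99.7% band of the plate's sample wells, on either side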
HEK293 NFkB inh: inhibitors of the PMA/ionomycin-induced NF-kB reporter in HEK293 cells; HEK-293 NF-kB luciferase reporter, luminescence; inhibition, % at 3 µM; actives 0.21% (n = 62,000);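 active = inhibition above the mean of all tested compounds plus 3 SD, cut at about 40% in these data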;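 also: 0% = stimulated DMSO wells and 100% = 10 µM reference inhibitor 5653914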
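Signal: luciferase luminescence; Material: HEK-293 cells with stable firefly luciferase reporter driven by four HIV NF-kB elements; Probe or stimulus: PMA with ionomycin; Replication: tested once; Times: 1 h compound pretreatment, then 16 h stimulation at 37 °C, 5% CO2; Benchmarks: DMSO and 10 µM reference inhibitor; Evaluation: per-plate % inhibition versus controls.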
Active calls of the source: *; · = not tested or not shown. Rows were taken by chance; about 8.3% have a hit in one of these screens.

The line under a structure holds: Jurkat viability	S1P3 ag	HTR1A agonist	HTR1E agonist	S1P1 ag-PAM	5HT1a antag	5HT1E antag	D1 allo mod	HEK293 NFkB inh
[1] CCOc1ccc(Nc2nc(Cc3nnc(SCC(=O)NCC4CCCO4)n3C)cs2)cc1 (stereo not drawn)
  -4	-0.3	0.0	-0.5	13	-9	-4	·	12
[2] CN(C)/C=N/c1c(C#N)cnn1-c1ccc(C(F)(F)F)cn1
  -3	-0.7	-0.7	-0.1	-11	-18	5	0.15	11
[3] Nc1ccc(S(=O)(=O)NC(=O)c2ccccc2)cc1
  ·	-0.1	-2.7	-0.4	-14	·	-1	32*	·
[4] CCCn1c(SCC(=O)N2CCN(S(=O)(=O)c3ccc(Cl)cc3)CC2)n[nH]c1=O
  0	0.0	-0.3	9.0*	-27	2	10	0.43	15
[5] COC(=O)c1[nH]c2cc(OC)ccc2c1NC(=O)c1ccc2c(c1)OCO2
  ·	·	115*	0.8	·	-4	-10	·	4
[6] COCC(C)NS(=O)(=O)c1ccc(OC)cc1 (stereo not drawn)
  -1	-0.5	-2.8	0.9	-3	-6	4	-0.21	10
[7] Cc1cc(NC(=O)c2cc3n(n2)C(C(F)(F)F)CC(c2ccco2)N3)no1 (stereo not drawn)
  -2	-0.5	-3.1	0.3	25	16	12	-0.024	-2
[8] Cc1cc2c3c(c1)C1(C(=O)N3C(C)(C)CC2C)C(C#N)=C(N)Oc2n[nH]c(C)c21 (stereo not drawn)
  8	-1.0	-2.1	-1.1	11	5	3	·	19
[9] Cc1ccc2c(c1)c(-c1ccccc1)nc1nncn12
  2	-1.1	-1.8	0.2	9	4	18	9.1*	7
[10] CCn1c(CNc2cccc(Cl)c2)nnc1SCc1ccccc1
  3	-1.0	-1.3	0.5	14	29	6	-0.19	4
[11] COc1ccccc1C(=O)NC(C)c1nc2ccccc2[nH]1 (stereo not drawn)
  ·	·	0.2	-0.1	·	-9	-9	·	12
[12] Cc1cccc(-n2ncc3c(NCc4cccs4)ncnc32)c1
  13	-1.0	-1.1	-0.9	-5	-5	19	·	-13
[13] Cn1c(=O)[nH]c(=O)c2c1nc(N1CCN(Cc3ccccc3)CC1)n2CCSc1ncccn1
  4	-0.9	0.3	0.8	5	-14	-13	0.82	-14
[14] CC(C)CC(OC(=O)c1cccs1)C(=O)NCc1cccs1 (stereo not drawn)
  -1	-0.2	0.2	0.3	4	-1	-13	0.23	20
[15] COc1cccc(N2CCN(C3CC(=O)N(c4cccc(Cl)c4)C3=O)CC2)c1 (stereo not drawn)
  ·	-3.9	1.2	-0.2	7	·	-3	·	·
[16] Cc1ccc(S(=O)(=O)N2CCN(c3nc(C)c4c(c3C#N)CC(C)(C)OC4)CC2)cc1
  ·	-4.0	1.6	0.5	8	·	23	·	·
[17] CCCSC1=C(C#N)C(c2cc(OC)ccc2OC)CC(=O)N1 (stereo not drawn)
  4	-1.3	-1.5	-0.7	-16	-1	1	0.026	2
[18] COc1ccccc1N1CCN(C(=O)C(C)N(c2ccc(C)c(C)c2)S(C)(=O)=O)CC1 (stereo not drawn)
  12	-0.6	-2.0	-0.6	·	0	2	-0.56	24
[19] Cn1c(=O)oc2cc(S(=O)(=O)N3CCN(c4ccccc4)CC3)ccc21
  0	-1.0	-2.7	1.0	-19	-6	3	-0.14	6
[20] Cc1nc2nc(-c3ccccc3)[nH]n2c(=O)c1Cc1ccccc1
  -1	-0.3	3.1	1.0	0	-6	-5	0.021	2

Grouped by structure: those above containing a thiophene ring, fused or not (two)
The line under a structure holds: Jurkat viability	S1P3 ag	HTR1A agonist	HTR1E agonist	S1P1 ag-PAM	5HT1a antag	5HT1E antag	D1 allo mod	HEK293 NFkB inh
[12] Cc1cccc(-n2ncc3c(NCc4cccs4)ncnc32)c1
  13	-1.0	-1.1	-0.9	-5	-5	19	·	-13
[14] CC(C)CC(OC(=O)c1cccs1)C(=O)NCc1cccs1 (stereo not drawn)
  -1	-0.2	0.2	0.3	4	-1	-13	0.23	20

Carrying on.
The line under a structure holds: Jurkat viability	S1P3 ag	HTR1A agonist	HTR1E agonist	S1P1 ag-PAM	5HT1a antag	5HT1E antag	D1 allo mod	HEK293 NFkB inh
[21] CCS(=O)(=O)NCC(c1cccnc1)N1CCN(c2ccc(F)cc2)CC1 (stereo not drawn)
  -9	0.2	-5.2	-0.2	-10	-10	-6	-0.035	2
[22] C=C1[C@@H](C)C2[C@H](Cc3ccccc3)NC(=O)[C@]23OC(=O)CC[C@H](O)CCC[C@H](C)C/C=C/[C@H]3[C@@H]1O (stereo partly drawn)
  ·	2.8	-2.0	0.5	-3	·	34*	3.9	·
[23] CCOC(=O)c1ccccc1NC(=O)C(C)Oc1ccccc1 (stereo not drawn)
  5	-0.3	5.1	0.1	-37	2	9	0.73	21
[24] CCOC(=O)N1CCC(NC(=O)c2cnn3cccnc23)CC1
  -4	0.6	-2.8	0.3	-24	-3	-5	-0.29	6
[25] O=C(CCn1c(=O)sc2ccccc21)NCc1cccs1
  ·	·	74*	-2.0	·	10	13	-0.068	10
[26] COc1ccc(N=c2oc3cc(O)ccc3cc2C(=O)NCC2CCCO2)cc1 (stereo not drawn)
  14	0.8	26*	5.8	-17	-7	-11	2.2	-19
[27] CC(C)CNC1=CC(=O)CC(c2ccco2)C1 (stereo not drawn)
  7	-0.3	-2.8	-1.5	-5	-17	2	0.75	-2
[28] CC1(C)N=C(/C=N/O)CN1O
  -2	-0.6	-7.4	0.2	-12	-6	-1	-0.34	11
[29] COc1ccc(Cl)cc1N1C(=O)C2CCCN2C1c1sccc1C (stereo not drawn)
  4	-0.9	-1.4	-0.3	4	5	6	-2.4*	18
[30] O=C(CNS(=O)(=O)c1ccc(Br)s1)NCC1COc2ccccc2O1 (stereo not drawn)
  2	-1.2	-1.3	-0.1	-6	9	11	-0.46	10
[31] COc1ccc(Oc2c(-c3ccc(O)cc3O)n[nH]c2C)cc1
  -14	1.8	0.5	0.8	8	6	-3	0.4	-2
[32] CCOC(=O)c1ccccc1NC1c2ccccc2C(=O)N1c1ccc(C)cn1 (stereo not drawn)
  -3	0.9	2.6	0.0	-11	-10	-3	-0.00019	-4
[33] Cc1cc(C)n(-c2ccc(C(=O)OCC(=O)N(CC(C)C)C3CCS(=O)(=O)C3)cc2)n1 (stereo not drawn)
  -3	-0.2	-4.1	0.6	-36	11	-2	0.19	7
[34] CCOC(=O)C1=C(N)n2c(s/c(=C\c3ccco3)c2=O)=C(C(=O)OC(C)C)C1c1ccco1 (stereo not drawn)
  ·	-4.2	-1.4	-1.0	6	·	5	·	·
[35] COc1ccc(N=CC2=C(O)CC(C)(C)CC2=O)cc1
  -3	-1.6	-3.2	-1.1	2	8	9	-0.34	4
[36] Cc1nc2ccccc2n1CC(=O)N1CC(=O)Nc2ccccc21
  1	-0.2	-1.7	-0.6	3	-6	3	1.5	5
[37] CC(C)NC(=O)CSc1nc2ccccc2n1CC(=O)N1CCc2ccccc21
  2	-0.2	-0.4	0.1	4	6	1	1	4
[38] CCOC(=O)c1cccc(NC(=O)C2CCC(CNc3c(N4CCOCC4)c(=O)c3=O)CC2)c1 (stereo not drawn)
  -8	0.7	-0.4	0.4	6	-1	1	·	-2
[39] Cc1nn(Cc2ccccc2)c(Cl)c1C(=O)OC1CCOC1=O (stereo not drawn)
  -5	-0.5	-2.5	0.1	-6	7	-8	0.71	0
[40] CCC(C)C(NC(=O)OC(C)(C)C)C(=O)NCc1ccco1 (stereo not drawn)
  -3	1.8	-0.4	-0.6	-9	14	-15	0.21	10
[41] O=S(=O)(c1cccc(C(F)(F)F)c1)N1CCN(c2nnnn2-c2ccccc2)CC1
  -4	0.3	0.1	0.1	-5	-10	7	-0.11	11
[42] CCC(=O)c1cn(CC(=O)NCC2CCCO2)c2ccccc12 (stereo not drawn)
  ·	·	-3.3	-0.5	·	10	17	·	14
[43] CCCN1Cc2cccc(C(=O)NCc3cccs3)c2C1=O
  -7	0.4	0.8	0.4	-12	-3	10	18*	-3
[44] Cc1n[nH]c(C)c1S(=O)(=O)N1CCN(C(=O)c2ccco2)CC1
  -1	-0.4	-2.6	-2.2	-10	1	-11	1.1	-6
[45] COc1ccc(N2CCN(CC(=O)N3CCC(C)CC3)CC2)cc1
  -1	0.0	-2.7	0.2	19	-1	-3	-0.89	4
[46] Cc1ccc(C2C(C(=O)c3sc(C)nc3C)=C(O)C(=O)N2CCN2CCOCC2)o1 (stereo not drawn)
  -14	1.4	-3.4	0.4	1	5	-8	-1	-2
[47] CC1(C)NC(C)(C)c2nonc2/C1=N\O
  -8	0.4	-1.9	-0.9	-32	-12	-3	1.9	-4
[48] Cn1c(=O)c2c(nc(N3CCCCC3)n2CCSc2nc3ccccc3s2)n(C)c1=O
  2	-1.3	1.0	0.7	-1	-24	-11	-0.1	-3
[49] COc1ccc(N2CCN(C(CNC(=O)C3CCCCC3)c3cccnc3)CC2)cc1 (stereo not drawn)
  -1	-0.2	-2.5	-0.4	-7	-2	5	-0.41	-9
[50] NS(=O)(=O)c1ccc(S(=O)(=O)NCCc2ccccc2)cc1
  -2	-0.8	-2.7	-1.1	13	2	2	-0.16	12
[51] Cn1c(=O)[nH]c(=O)c2c1nc(NCCc1ccccc1)n2CC(O)COc1ccccc1 (stereo not drawn)
  6	-0.6	-1.2	-0.6	5	-3	2	1.4	10
[52] CC(=O)/C(C(=N)N1CCN(c2cccc(Cl)c2)CC1)=C(\C)O
  -6	0.1	0.9	0.9	15	12	-8	-0.042	22
[53] COc1ccc(CNC(=O)c2cnc(C)cn2)c(OC)c1
  2	-2.0	-0.3	-0.8	6	3	-3	0.18	11
[54] CC(=O)N1c2ccccc2C(C)CC12CCCCC2 (stereo not drawn)
  -3	-0.7	0.0	0.3	·	2	7	0.036	9
[55] Cc1sc2nc(CN(C(=O)c3cccs3)C3CCCC3)[nH]c(=O)c2c1C
  -4	-0.5	6.1	1.0	6	14	-5	0.095	12
[56] CCCS(=O)(=O)c1c(S(=O)(=O)CCC)c2c3ccccc3ccn2c1C(N)=O
  2	-2.5	0.2	-0.4	-8	-1	0	-0.14	-1
[57] Cc1cc(C)c2nc(N3CCCC3)c(C#N)cc2c1
  -9	0.9	7.0	2.6	-9	-20	0	0.082	2
[58] CCC(c1c(C)n(C)n(-c2ccccc2)c1=O)c1c(C)n(C)n(-c2ccccc2)c1=O
  ·	-3.8	1.6	0.1	7	·	-4	·	·
[59] Cc1cccnc1NC(=O)c1ccc2nc(N)sc2c1
  ·	·	-0.3	-0.1	·	5	-6	·	17
[60] CC(NC(=O)c1nn(C)c(=O)c2ccccc12)c1ccccc1 (stereo not drawn)
  4	-0.7	2.0	0.6	3	6	8	0.083	7
[61] COc1ccc(C(=O)CSc2nn3c(=O)c(C(C)(C)C)nnc3s2)cc1
  3	0.1	-3.0	0.2	-2	-1	-1	-0.15	1
[62] CCCn1c(N)c(C(=O)CSc2nc3ccccc3n2CCC#N)c(=O)n(C)c1=O
  0	-0.7	1.4	0.3	-27	10	15	-0.63	18
[63] COc1ccc(S(=O)(=O)N2CCN(Cc3c[nH]c4ccccc34)CC2)cc1
  0	-0.8	-1.2	0.0	-1	3	14	-0.25	19
